Rat MKP-3 inhibitors: inhibition of rat DUSP6 enzyme activity – biochemical, in vitro, primary screen (AID 425). inhibition, % at 20 µM, or IC50 in µM where a hit was titrated. recombinant MKP-3 phosphatase activity, fluorescence; higher % means a stronger effect. actives 0.17% (n = 110,000); in the data active = inhibition above about 50%;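 also: plate controls were vehicle for no effect and reference inhibitor for full effect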
Hsp70 displacement: small molecules displacing fluorescent ligand from Hsp70 – biochemical, fluorescence polarization, primary screen (AID 583) | actives 0.06% (n = 140,000) | Hsp70 fluorescence polarization probe displacement, mP; higher % means a stronger effect | one-dose displacement, % at 20 µM; IC50 in µM for titrated hits; in the data active = displacement above about 50%;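 also: plate controls were vehicle for no effect and reference ligand for full effect; a part of the inactive calls stands beside numbers as strong as those of hits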
An asterisk follows results filed as active; . = no result given; & = joins results of further samples. The list is partial; rates above refer to the full screens.

SMILES	Rat MKP-3 inhibitors	Hsp70 displacement
COc1ccc(C2C(C(=O)c3ccc(C)o3)=C(O)C(=O)N2c2cc(C)on2)cc1OC (centres undefined)	-3%	0.8%
O=C(NCCc1ccccc1)c1cncc(Br)c1	3%	0.5%
CC(C)NC(=O)C12CC3CCC(CC(C3)C1)C2	0%	-1.9%
CCCCNC(=O)Oc1cccc(N2CCCC2=O)c1	-10%	.
C=CCN=C1SCC(=O)N1S(=O)(=O)c1ccc(C)cc1	2%	-0.5%
COc1ccc(/C=C/C(=O)c2cccc(Br)c2)cc1	10%	0.5%
O=C(Nc1ccccn1)c1cc2ccccc2o1	.	-1.3%
COc1ccc(NC(=O)NCCN2CCN(c3cccc(Cl)c3)CC2)cc1	-2%	0.4%
O=C(O)CSCc1ccc(Cl)cc1	-2%	-1.8%
COCCN(C(=O)CC(C)(C)C)c1nnc(-c2cccnc2)s1	.	1.5%
CC(=O)NC1=NC(=O)/C(=C\C=Cc2ccccc2)S1	6%	-9.0%
CC1(C)CC(=O)C2=C(C1)N(c1ccccc1)C(N)=C(C#N)C2c1ccccc1 (centres undefined)	.	0.9%
CC(=O)c1cccc(NS(=O)(=O)c2c(C)n[nH]c2C)c1	-1%	.
CCCc1nn(CCc2ccccn2)c(N)c1CC	1%	1.4%
COc1ccccc1NC(=O)CSc1nc2ccccc2c(=O)n1-c1ccccc1	6%	0.1%
COc1ccccc1NCCC(=O)OCC(=O)NCc1ccco1	3%	7.4%
CCOc1ccccc1NC(=O)CSc1c(C)n[nH]c1C	21%	0.4%
CCCCn1c(SCc2ccccn2)nc2c1c(=O)n(C)c(=O)n2C	.	-5.3%
COc1cc(/C=C2\NC(=S)NC2=O)ccc1OC(=O)C12CC3CC(CC(C3)C1)C2	-3%	1.0%
COc1ccc(C(=O)N2c3ccc(F)cc3CCC2C)cc1OC (centres undefined)	-8%&3%	4.0%&-0.7%
Cn1c(=O)c2c(n(Cc3ccccc3)c1=O)NC(=O)C2CC(=O)N1CCc2ccccc2C1 (centres undefined)	-4%	-1.2%
CCOC(=O)NCc1ccc2c(c1)OCO2	-1%	0.6%
COc1ccc(-c2[nH]nc3oc(=O)cc(C)c23)cc1	-6%	-3.6%
CN(C)c1cccc(C(=O)Nc2cccc(Cl)c2)c1	0%	0.3%
Cc1cc2c(c(=O)n1CCN(C)C)C(c1ccc(Cl)cc1)C(C#N)=C(N)O2 (centres undefined)	-8%	2.2%

Next part:
SMILES	Rat MKP-3 inhibitors	Hsp70 displacement
Cn1c(-c2ccc(-c3ccccc3)cc2)c[nH]c1=S	.	1.0%
O=[N+]([O-])c1ccccc1S(=O)(=O)N1CCC(Cc2ccccc2)CC1	-2%	-4.9%
CCN(CC)C(=O)C(=O)c1cccn1-c1cccc(Cl)c1C#N	.	4.6%
O=C(O)C1CCCN1C(=O)Nc1ccccc1 (centres undefined)	-4%	-0.6%
CC1CCc2nc(NC(=O)CN3CCOCC3)sc2C1 (centres undefined)	-7%	-0.4%
COc1cccc(N2C(=O)/C(=C/c3ccccc3C(=O)O)SC2=S)c1	3%	-0.2%
N#Cc1ccccc1Cn1c(=O)n(CCC(=O)NCc2ccco2)c(=O)c2ccccc21	5%	-0.6%
OC(C#CCN1CCOCC1)c1cccs1 (centres undefined)	-5%	0.4%
COc1cc(C(=O)Nc2cc(-c3ccccc3)[nH]n2)cc(OC)c1OC	1%	1.0%
CCOC(=O)Cn1nnnc1CN(Cc1ccc(OC)cc1)Cc1cc2cc(C)ccc2[nH]c1=O	-6%	5.0%
CCOc1cc(-c2nc(-c3cc(OC)c(OC)c(OC)c3)no2)cc(OCC)c1OCC	4%	1.5%
O=C(CCCCCCCC(=O)NCC1CCCO1)NCC1CCCO1 (centres undefined)	.	-3.6%
CCSc1nnc2c(n1)OC(c1ccc(OCc3ccccc3)cc1)Nc1ccccc1-2 (centres undefined)	2%	2.9%
CCCOc1cccc(C(=O)Nc2cc(NC(=O)c3ccco3)ccc2OC)c1	-13%	-0.9%
COc1ccc(-c2noc(-c3cccc(Cl)c3)n2)cc1OC	2%	-3.0%
O=C1N=c2ccccc2=C1c1cc(-c2ccccc2)oc1O	1%	-1.2%
CCN(Cc1nc2ccccc2c(=O)[nH]1)Cc1nc2cc(OC)c(OC)cc2c(=O)[nH]1	-5%	2.6%
Cc1nnc(NCc2n[nH]c(=O)c3ccccc23)c2ccccc12	0%	-4.4%
O=C1c2ccccc2-c2onc3ccc(N4CCCCC4)c1c23	11%	11%
CC(C)OC(=O)c1nnn(-c2nonc2N)c1CSc1ccccn1	8%	1.8%
CCCc1nnc(SCC(=O)N2CCCC2)n1CC1CCCO1 (centres undefined)	-10%	-1.7%
COC(=O)c1ccccc1NC(=O)CN(c1cc(C)cc(C)c1)S(=O)(=O)c1ccccc1	-2%	-1.9%
COc1ccc2[nH]c(=O)c(CN(C(=O)c3cccnc3)c3ccccc3)cc2c1	.	-3.7%
CCc1cc2c(=O)c(-c3nc4ccccc4s3)c(C)oc2cc1OS(C)(=O)=O	-5%	3.8%
Cc1cc(C(F)F)n2nc(C(=O)Nc3c(F)cc(F)cc3Br)nc2n1	-9%	8.7%

3 of these compounds in another layout.
SMILES | Rat MKP-3 inhibitors | Hsp70 displacement
O=C(CCCCCCCC(=O)NCC1CCCO1)NCC1CCCO1 (centres undefined) | . | -3.6%
CCSc1nnc2c(n1)OC(c1ccc(OCc3ccccc3)cc1)Nc1ccccc1-2 (centres undefined) | 2% | 2.9%
CCCOc1cccc(C(=O)Nc2cc(NC(=O)c3ccco3)ccc2OC)c1 | -13% | -0.9%

Going on with the list.
SMILES	Rat MKP-3 inhibitors	Hsp70 displacement
Cc1ccc(C)c(N2CCN(C(=O)C3CCN(S(=O)(=O)c4cccc5nsnc45)CC3)CC2)c1	6%	4.8%
COc1ccc(OC)c(C2/C(=C(/O)c3ccccc3)C(=O)C(=O)N2c2cccc([N+](=O)[O-])c2)c1 (centres undefined)	-2%	1.4%
O=C(NCCCO)C(=O)Nc1ccc(Cl)c(C(F)(F)F)c1	2%	1.7%
Oc1ccc2cccnc2c1	1%	27%
O=S(=O)(NCc1cccnc1)c1ccc(Br)cc1Br	-2%	4.7%
O=C(Nc1nnc(SCc2ccccc2F)s1)c1ccco1	-4%	-3.0%
COC(=O)C(C)Oc1ccc2c3c(c(=O)oc2c1)CCC3 (centres undefined)	2%	-5.0%
NNC(=O)C(NC(=O)c1ccc([N+](=O)[O-])cc1)C12CC3CC(CC(C3)C1)C2 (centres undefined)	2%	-3.6%
OC(CNCCCN1CCCCC1)COc1ccccc1 (centres undefined)	-8%	-4.2%
CC1=NN(c2cccc(C(=O)O)c2)C(=O)/C1=C\C=C\c1ccco1	.	22µM*
COc1ccc(C2C3=C(CC(C)(C)CC3=O)Nc3n[nH]c(C)c32)cc1 (centres undefined)	3%	-0.3%
O=C1CN(C(=O)c2ccco2)C(c2ccc(F)cc2)c2cc(Cl)ccc2N1 (centres undefined)	.	-2.3%
CCCN1Cc2cccc(C(=O)NC3CCCC3)c2C1=O	-1%	5.2%
CCOC(=O)Cn1c(N2CCCCCC2)nc2c1c(=O)[nH]c(=O)n2C	-11%	-0.7%
CC(=O)Nc1ccc(OCC(O)Cn2nc(C)c(C(C)=O)c2C)cc1 (centres undefined)	-8%	11%
CNC(=O)c1[nH]cnc1C(=O)Nc1ccccc1C	.	1.9%
CCOC(=O)c1[nH]c2ccccc2c1NC(=O)CN(C)C	-6%	-1.9%
CCCS(=O)(=O)N1CCCC(C(=O)NC2CCCCC2)C1 (centres undefined)	-8%	0.6%
Cc1ccc(/C=C/C(=O)Nc2cccc3cccnc23)o1	-2%	28%
Cc1cc(C)cc(NC(=O)C(=O)NCc2cccnc2)c1	1%	1.1%
O=C(CSc1nnnn1C1CCCCC1)N1c2ccccc2Sc2ccccc21	.	1.0%
CCCCn1c(-c2nonc2N)nc2ccccc21	.	-6.8%
CCn1c2ccccc2c2nnc(NN)nc21	18%	-0.3%
CCOC(=O)C1=C(C)N(c2ccccc2)C(=O)/C1=C\c1cccc([N+](=O)[O-])c1	3%	-5.3%
COc1ccc(OC)c(N(CC(=O)Nc2cccnc2)S(=O)(=O)c2ccc(OC)c(OC)c2)c1	-2%	-7.4%

For convenience, part of the list above.
SMILES	Rat MKP-3 inhibitors	Hsp70 displacement
Cc1ccc(C)c(N2CCN(C(=O)C3CCN(S(=O)(=O)c4cccc5nsnc45)CC3)CC2)c1	6%	4.8%
COc1ccc(OC)c(C2/C(=C(/O)c3ccccc3)C(=O)C(=O)N2c2cccc([N+](=O)[O-])c2)c1 (centres undefined)	-2%	1.4%

More structures follow:
SMILES	Rat MKP-3 inhibitors	Hsp70 displacement
CCOC(=O)c1cc(C(=O)OCC)cc(-n2c(C)cc(C(=O)CN3CCOCC3)c2C)c1	8%	-0.9%
CCOC(=O)N1CCN(c2c(NCC3CCCO3)c(=O)c2=O)CC1 (centres undefined)	4%	8.0%
COc1ccc(-c2nnc(N(C)C(=O)c3ccno3)s2)cc1	.	0.7%
COc1ccc(S(=O)(=O)Nc2cc(C(=O)NC(C)C)ccc2N2CCOCC2)cc1	.	-9.1%
Cc1cc(C)n(-c2nc(Nc3ccc(Br)cc3)nc(-n3nc(C)cc3C)n2)n1	4%	7.7%
CCC(=O)Nc1ccc(NC(=O)c2ccc(OCC(C)C)cc2)cc1	2%	-0.6%
C=CCOC(=O)c1[nH]c2c(c1C)C(=O)CC(c1cc(OC)c(OC)c(OC)c1)C2 (centres undefined)	-7%	.
CCCOC(=O)c1c(-c2ccccc2)csc1N	6%	-3.2%
Cc1ccc(C2CC(C(F)(F)F)n3ncc(C(N)=O)c3N2)cc1 (centres undefined)	-2%&-1%	1.0%&-4.2%
COC(=O)c1cccc(COC(=O)c2ccc(N(C)C)cc2)c1	.	-2.8%
CCSc1nc(=S)n(-c2ccccc2)c(C)c1C(C)=O	.	-0.2%
Cc1nc(CNS(=O)(=O)c2cc(C)c(C)cc2C)cs1	-12%	1.3%
CCOC(=O)c1ccc(-c2ccc(/C=C3/C(=O)NN(c4cccc(Cl)c4)C3=O)o2)cc1	4%	3.9%
Cc1ccccc1OCCNC(=O)CCc1ccccc1	2%	0.5%
Cc1cc(C)c(C#N)c(SCc2ccccc2C(=O)O)n1	6%	-2.1%
Cc1c(-c2ccccc2)nc2ccccc2c1C(=O)O	-16%	6.0%
Cc1ccccc1N(CC(=O)N1CCOCC1)S(C)(=O)=O	0%	3.2%
Cc1cc(=O)oc2c(CN(CC(C)C)CC(C)C)c(O)ccc12	.	5.5%
CC(=O)CC(=O)Nc1ccnn1-c1ccccc1	4%	-0.6%
O=C(NCc1cccnc1)c1cn(CCc2ccccc2)nn1	4%	-2.1%
CC12CS(=O)(=O)CC1SC(=S)N2c1ccccc1 (centres undefined)	-1%	0.2%
COc1ccccc1NCCC(=O)c1ccccc1	0%	2.9%
COc1ccc(/C(C)=N\NC(=O)COc2cccc(Cl)c2)cc1OC	0%	4.9%
N#CC(c1ccc(O)cc1)N1CCCCC1 (centres undefined)	-1%	2.4%&2.2%
O=C(NC1CCCCC1)Sc1ccc(Cl)cc1	-5%	-1.3%

(listing goes on)
SMILES	Rat MKP-3 inhibitors	Hsp70 displacement
Cc1ccc(-c2nc3ccc(C)cn3c2NC(=O)c2ccccc2)cc1	-1%	3.1%
COc1ccccc1N1CCN(/N=C/c2ccc(Br)s2)CC1	0%	-0.7%
O=S(=O)(c1ccccc1)c1nc(-c2cccs2)oc1NCC1CCCO1 (centres undefined)	-6%	-0.5%
CCN(CC)c1ccc(C(=O)N2CCN(c3ccccc3OC)CC2)cc1	6%	0.0%
COc1cccc(NC(=O)CN2CCN(S(=O)(=O)c3ccc(F)cc3)CC2)c1	.	2.3%
Oc1ccc(Br)cc1-c1cc(-c2ccccc2F)[nH]n1	-2%	-0.1%
CCc1nc(C)cn1S(=O)(=O)c1cc(OC)c(C)cc1C	-2%	1.7%
C=CCNc1nc(N)c(C(=O)c2ccc3c(c2)OCO3)s1	-4%	-1.7%
CCOC(=O)c1ccc(NC(=O)C2CCCN(S(=O)(=O)c3ccc(F)cc3)C2)cc1 (centres undefined)	.	1.2%
O=C1NC(=S)N(c2ccc(F)cc2)C(=O)/C1=C/c1ccc(-c2cccc(C(=O)O)c2)o1	-2%	2.9%
CCOc1cc(/C=c2\sc3nc4ccccc4n3c2=O)ccc1OC(C)c1ccccc1 (centres undefined)	-3%	2.6%
CCn1c(NCc2cccc(OC)c2OC)nc2ccccc21	-16%	7.9%
CC(C)CCn1c(CN2CCN(c3cccc(Cl)c3)CC2)nc2c1c(=O)n(C)c(=O)n2C	1%	1.6%
CCOC(=O)c1ccc(NC(=O)CC2OCCN(CC)C2=O)cc1 (centres undefined)	3%	-2.8%
CCN(CC)c1ccc(NC(=O)COc2cc(C)c(Cl)c(C)c2)cc1	-1%	-4.8%

In the list so far, 2 contain a CF3 group.
SMILES	Rat MKP-3 inhibitors	Hsp70 displacement
O=C(NCCCO)C(=O)Nc1ccc(Cl)c(C(F)(F)F)c1	2%	1.7%
Cc1ccc(C2CC(C(F)(F)F)n3ncc(C(N)=O)c3N2)cc1 (centres undefined)	-2%&-1%	1.0%&-4.2%

Entries listed above marked active in Hsp70 displacement:
SMILES	Rat MKP-3 inhibitors	Hsp70 displacement
CC1=NN(c2cccc(C(=O)O)c2)C(=O)/C1=C\C=C\c1ccco1	.	22µM*
